Compound activity from PubChem BioAssay.
Neddylation inh – blocks human cullin neddylation | calls only at 25 µM | hit rate 0.58% among 360,000 | AID 651699 | TR-FRET cullin neddylation, biochemical; in the data active = inhibition above about 36%
Scp-1 inhibitor – blocks human Scp-1 phosphatase activity. Recombinant Scp1, phosphopeptide, malachite green phosphate absorbance. hit rate 0.88% among 340,000. inhibition, % at 20 µM. Q9GZU7. AID 493091;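 active = inhibition above about 50% at 20 µM, limit read from the data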;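 also: plate controls were DMSO wells with enzyme for no effect and wells lacking enzyme for full effect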
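assay system = SCP-1 phosphatase catalytic domain, residues 76-261 | buffer or medium = 50 mM Tris acetate pH 5.5, 0.005% Tween-20, 10 mM MgCl2 | incubation = enzyme reaction 45 min at room temperature, colour 5 min, stabilisation 30 min | signal = Phosphate-binding colour reagent, absorbance read at 630 nm | measure = % inhibition at 20 µM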
STEP block – blocks human striatal-enriched tyrosine phosphatase. P54829. recombinant STEP, OMFP fluorogenic substrate, fluorescence. inhibition, % at 20 µM. hit rate 0.25% among 360,000. AID 588621;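 active = inhibition at 20 µM, scaled per plate between control wells, above about 37%, limit read from the data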;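 also: 0% = DMSO with enzyme and substrate and 100% = substrate only without enzyme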
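Also added – OMFP at 25 µM · Test system – STEP tyrosine phosphatase · Technique – FITC-channel fluorescence of OMFP product · Schedule – 20 min at room temperature, dark · Evaluation – control-normalized % inhibition with plate pattern correction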
NRP1-CendR mod – NRP-1/CendR interaction modulation | AID 602438 | inhibition, % at 25 µM | hit rate 0.85% among 360,000 | FAM-RPARPAR peptide binding to NRP-1, fluorescence polarization | O14786;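 active = inhibition or corrected inhibition above about 18%, plus a signal ratio from 0.5 to 1.5, limit read from the data, passing the limit was not always enough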; also: strong numbers were not always called active
Target sequence (O14786 whole entry, looked up): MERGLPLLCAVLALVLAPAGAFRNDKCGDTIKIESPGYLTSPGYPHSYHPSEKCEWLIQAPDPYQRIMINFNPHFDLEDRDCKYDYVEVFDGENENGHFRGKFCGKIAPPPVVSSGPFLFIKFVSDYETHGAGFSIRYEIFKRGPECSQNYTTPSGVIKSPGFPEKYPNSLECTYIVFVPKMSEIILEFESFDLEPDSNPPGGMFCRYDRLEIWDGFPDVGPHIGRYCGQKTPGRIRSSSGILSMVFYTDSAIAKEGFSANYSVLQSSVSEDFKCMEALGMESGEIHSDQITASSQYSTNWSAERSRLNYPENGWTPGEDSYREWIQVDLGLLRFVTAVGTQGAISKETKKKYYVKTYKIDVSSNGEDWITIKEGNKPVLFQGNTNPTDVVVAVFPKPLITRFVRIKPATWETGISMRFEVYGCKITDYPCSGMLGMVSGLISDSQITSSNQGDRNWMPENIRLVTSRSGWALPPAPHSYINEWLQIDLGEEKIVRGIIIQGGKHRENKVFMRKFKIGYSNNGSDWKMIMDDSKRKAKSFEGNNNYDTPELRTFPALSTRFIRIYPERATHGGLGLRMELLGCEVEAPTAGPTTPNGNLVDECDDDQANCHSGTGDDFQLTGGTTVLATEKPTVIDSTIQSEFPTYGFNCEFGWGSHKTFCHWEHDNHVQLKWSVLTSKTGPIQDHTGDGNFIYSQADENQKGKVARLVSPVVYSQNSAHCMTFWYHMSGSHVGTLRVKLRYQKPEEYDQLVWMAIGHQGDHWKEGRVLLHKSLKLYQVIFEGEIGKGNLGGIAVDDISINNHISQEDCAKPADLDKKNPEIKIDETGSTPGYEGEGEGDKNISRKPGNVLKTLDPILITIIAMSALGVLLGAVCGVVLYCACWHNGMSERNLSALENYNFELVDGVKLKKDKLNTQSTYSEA
SKN-1 block – blocks SKN-1 activity in C. elegans; AID 624304; C. elegans VP596 Pgst-4::GFP/RFP ratio, acrylamide-induced, 24 h; hit rate 0.49% among 360,000; inhibition, % at 21.8 µM;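 active = interference check ratio from 0.5 to 1.5 plus GFP to RFP signal ratio inhibition reaching or exceeding a fixed threshold, cut at about 30% in these data, passing the limit was not always enough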; also: some compounds called inactive have numbers as strong as hits
NadD inh – NadD (S. aureus) enzyme inhibition | purified NadD enzyme, colorimetric absorbance read-out | inhibition, % at 20 µM | hit rate 0.78% among 360,000; in the data active = inhibition above about 26%; also: some compounds past the cut are filed as inactive
SUMO1 PPI mod – alters human SUMO1 binding to SIM partners; inhibition, % at 20 µM; P63165; hit rate 0.33% among 360,000; SUMO1 binding to a labelled peptide, TR-FRET, 1 h; in the data active = inhibition above about 37%
Target sequence (P63165 whole entry, looked up): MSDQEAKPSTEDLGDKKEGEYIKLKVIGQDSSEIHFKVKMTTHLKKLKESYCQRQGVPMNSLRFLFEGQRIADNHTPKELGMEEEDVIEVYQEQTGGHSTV
LMPTP inh – LMPTP (human) inhibition | P24666 | recombinant LMPTP-A, OMFP fluorogenic substrate, fluorescence intensity | inhibition, % at 20 µM | hit rate 0.22% among 360,000;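 active = compounds that cut the enzyme signal by at least half of the control window in the single-dose screen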;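 also: plate controls were DMSO wells with enzyme plus substrate for no effect and substrate without enzyme for full effect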
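material = LMPTP-A | quantity = 0.625 nM enzyme | reagent = OMFP substrate, 400 µM final | buffer or medium = Bis-Tris pH 6.0, DTT, detergent | detection = endpoint fluorescence intensity from OMFP dephosphorylation | dosing = single 20 µM dose | read-out basis = % inhibition relative to no-enzyme and uninhibited control wells | control set = no-enzyme and uninhibited controls | timing = 50 min at room temperature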
DNMT1 inh – blocks human DNA methyltransferase DNMT1; DNMT1 molecular beacon, Hinp1I cleavage, fluorescence; inhibition (reported as % activation of signal), % at 10 µM; hit rate 0.83% among 360,000; AID 588458; in the data active = inhibition above about 50%
Tb MetRS inh – blocks T. brucei methionyl-tRNA synthetase activity; hit rate 0.4% among 360,000; purified T. brucei MetRS, ATP depletion, Kinase-Glo luminescence; inhibition, % at 11.9 µM; AID 624268;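 active = inhibition above a per-plate cutoff of the control wells' mean inhibition plus 3 SD, cut at about 5.5% in these data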;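 also: 0% = DMSO wells median and 100% = median of wells with control inhibitor compound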
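technique = Kinase-Glo luminescence, ATP depletion format | system = purified MetRS (methionyl-tRNA synthetase) enzyme from Trypanosoma brucei | timing = 15 min preincubation, 2 h reaction, all 25 °C | evaluation = percent inhibition versus plate control medians | dosing = single dose, 11.9 µM final nominal, 0.9% final DMSO | also added = substrates ATP, L-methionine and bulk Escherichia coli tRNA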
* hit, by the source's call; i = inactive; · = not tested or not shown.

smiles | Neddylation inh | Scp-1 inhibitor | STEP block | NRP1-CendR mod | SKN-1 block | NadD inh | SUMO1 PPI mod | LMPTP inh | DNMT1 inh | Tb MetRS inh
Cc1cc(NC(=O)CCC(=O)N(Cc2ccco2)C2(C(=O)NC3CCCC3)CCCCC2)no1 | i | -7.1 | -2.1 | 19.4* | 4.2 | -6.3 | 8.5 | -0.6 | 1.5 | -0.9
Nc1nn(-c2cccc(F)n2)cc1-c1ccc(Cl)cc1 | i | -3.1 | -1.6 | 1.2 | 10.3 | -3.4 | 5.7 | -0.7 | 2.0 | -0.8
COc1cc(NC(=O)C2=CC(c3cccs3)=NS(=O)(=O)N2C)cc(OC)c1OC | i | -4.2 | -1.6 | -6.3 | -6.6 | -1.9 | -25.3 | 1.1 | -4.1 | 2.5
O=C(COC(=O)c1cccc(-n2cnnn2)c1)Nc1c(Cl)cccc1C(F)(F)F | i | 7.1 | 0.4 | -3.4 | 6.9 | 0.7 | 0.5 | -0.3 | 0.9 | -0.4
CC1(C)CC(=O)C=C(NNC(=O)c2ccc(N)cc2)C1 | i | 0.5 | 120.3* | -0.7 | 0.7 | -0.1 | -0.8 | -1.3 | 1.9 | 0.9
CN(C(=O)C1CCCN1S(=O)(=O)c1ccc(Cl)cc1)c1ccccc1 (stereo unspecified) | i | -0.7 | 1.6 | 6.1 | 2.1 | 0.8 | -3.9 | -1.2 | -0.7 | 0.3
Cc1ccnc(NC(=O)CCC(=O)N(CC(=O)NCc2ccc(F)cc2)c2ccc(F)cc2)c1 | i | -3.1 | -3.3 | 4.3 | 11.0 | 5.8 | -2.6 | -0.8 | 73.0* | -0.5
CC1CCCC(NC(=O)COC(=O)[C@@H](NC(=O)c2ccc(F)cc2)C(C)C)C1C (stereo partly specified) | i | -15.3 | -0.2 | 11.9 | 2.4 | -0.6 | 2.8 | 2.2 | 2.4 | -0.1
O=C(Nc1cc([N+](=O)[O-])ccc1F)c1ccc2ccccc2c1 | i | 18.4 | -0.5 | 15.2 | 11.9 | -2.9 | 4.1 | -2.1 | 19.5 | -1.8
O=C(Cc1ccccc1)Nc1c(Cl)ccc2nsnc12 | i | -13.3 | -2.3 | 18.5 | -2.9 | -0.6 | -30.4 | -1.7 | 0.4 | 0.2
CCOC(=O)Cc1csc(NC(NC(=O)OCC)(C(=O)OCC)C(F)(F)F)n1 (stereo unspecified) | i | 1.6 | -2.7 | 9.5 | -1.0 | 0.4 | -2.5 | -0.8 | 3.4 | -2.1
COc1ccc(Cl)cc1NC(=O)CN(C)CC(=O)N(CC(C)C)c1c(N)n(CC(C)C)c(=O)[nH]c1=O | i | -6.5 | 1.5 | -10.7 | 1.2 | 3.4 | -0.6 | 0.7 | 4.7 | -0.3

Following part
smiles | Neddylation inh | Scp-1 inhibitor | STEP block | NRP1-CendR mod | SKN-1 block | NadD inh | SUMO1 PPI mod | LMPTP inh | DNMT1 inh | Tb MetRS inh
COC(=O)c1ccc(C(=O)Nc2nc3cc(N)c(C)cc3s2)cc1 | i | -9.7 | -2.2 | -15.1 | 16.5 | 0.5 | 10.3 | -1.2 | 7.4 | -0.6
CCCOc1ccc(N2C(=O)C3ON(c4ccccc4)C(c4ccc(O)c(OC)c4)C3C2=O)cc1 (stereo unspecified) | i | 9.4 | -2.9 | -8.0 | 11.4 | -0.4 | 2.6 | 2.0 | -4.4 | 0.9
Cc1sc(NC(=O)/C=C/C(=O)O)c(C(N)=O)c1-c1ccc(C(C)(C)C)cc1 | i | -1.8 | 1.6 | -1.2 | -3.6 | 1.0 | -5.2 | -0.7 | 2.9 | -1.1
Cc1ccc(-c2noc(CSc3nnc(-c4ccncc4)n3-c3ccc(C)cc3)n2)cc1 | i | -4.4 | 5.1 | -11.5 | 1.7 | 4.1 | -0.1 | 2.7 | -4.5 | -0.3
COc1cc(Br)cc(/C=N/NC(=O)Cc2ccc(C(F)(F)F)cc2[N+](=O)[O-])c1O | i | 0.2 | 0.3 | -5.9 | 7.5 | 38.9* | -0.5 | 0.2 | 38.2 | 0.3
COc1ccc(-c2cc(CNC(=O)CCl)on2)cc1 | i | -1.9 | -5.4 | 22.7 | 23.1 | 5.3 | -2.7 | -3.4 | -0.4 | -1.0
CNC(=O)CSc1n[nH]c(-c2cc(Cl)ccc2OC)n1 | i | -2.3 | -0.2 | 9.8 | 6.3 | -1.0 | 2.6 | -1.4 | 2.8 | -0.1
O=c1c2ccccc2c(-c2ccc(Br)cc2)nn1Cc1ccccc1 | i | -12.7 | 4.6 | -2.9 | 8.2 | -3.0 | -9.1 | 2.3 | -3.6 | -0.3
CCOCCCNC(=O)CSCc1nc(-c2ccc(SC)cc2)oc1C | i | -6.6 | -0.6 | 2.6 | 2.4 | -3.8 | -0.7 | 0.4 | 0.7 | -0.8
O=C(CN1CCN(c2ncccn2)CC1)NCCC1=CCCCC1 | i | -6.8 | -2.0 | 1.7 | 10.4 | 0.9 | -1.1 | -0.7 | 0.3 | 0.1
COc1ccc(CN2CCN(Cc3cccc(F)c3)CC2)cc1OC | i | -3.0 | -3.7 | -9.1 | 0.2 | -4.3 | -3.0 | -1.8 | 1.8 | -1.1
COc1ccc(CC(=O)Nc2ccc(-c3nnc(-c4ccccc4)o3)cc2)cc1 | · | -3.4 | 0.8 | -13.5 | -1.0 | 6.1 | 5.6 | 10.4 | 63.9* | -0.7

Next section
smiles | Neddylation inh | Scp-1 inhibitor | STEP block | NRP1-CendR mod | SKN-1 block | NadD inh | SUMO1 PPI mod | LMPTP inh | DNMT1 inh | Tb MetRS inh
COc1cnc(-c2ccccn2)nc1Oc1ccc(C(C)(C)C)cc1 | i | -10.4 | 2.2 | -0.2 | 1.8 | 11.9 | -2.3 | 1.8 | 1.7 | -1.5
CC(C)c1ccc(C2/C(=C(/O)c3ccccc3)C(=O)C(=O)N2CCCN2CCOCC2)cc1 (stereo unspecified) | i | -7.3 | 2.4 | 2.7 | -4.6 | 6.3 | -5.4 | -2.0 | -0.7 | -0.2
Cc1noc(C)c1COC(=O)/C=C/c1ccc(Cl)cc1 | i | -5.7 | -1.4 | -4.7 | -0.5 | -3.0 | -8.3 | -0.1 | -2.3 | 0.5
Cc1noc(C)c1COc1ccccc1C(=O)Nc1ccc(C(N)=O)cc1 | i | 4.1 | -2.5 | 8.9 | -25.0 | -0.4 | -0.4 | -0.3 | 2.9 | -0.3
O=C(Nc1ccc(Cl)cc1F)C1CCCN(C2=NS(=O)(=O)c3ccccc32)C1 (stereo unspecified) | i | -2.0 | -2.5 | -0.4 | -2.4 | -6.2 | 13.6 | 0.2 | -0.1 | -0.5
CC(C(=O)NCc1ccco1)n1cc(C(=O)c2ccco2)c2ccccc21 (stereo unspecified) | i | -4.3 | 2.6 | 21.4 | 2.0 | 1.0 | 0.7 | -1.4 | -1.5 | 0.0
COc1ccc(NC(=S)NC(C)c2ccncc2)cc1OC (stereo unspecified) | i | 6.2 | -1.5 | 1.3 | -0.1 | 0.9 | 0.3 | 1.0 | 6.5 | -0.1
CC(=O)c1cccc(NC(=O)c2ccccc2OCc2ccc(F)cc2)c1 | i | -10.1 | 0.6 | 4.1 | 2.4 | -10.8 | 2.2 | 1.7 | -1.3 | -0.8
CC(C(=O)NCc1ccc(F)cc1)c1ccc([N+](=O)[O-])cc1 (stereo unspecified) | i | -5.7 | 3.2 | -1.7 | 10.4 | -2.0 | -12.4 | -0.5 | -3.2 | 0.3
CCCCNC(=O)c1cc(S(=O)(=O)N2CCCCC2)oc1C | i | 4.0 | -0.7 | 9.0 | 5.6 | 1.4 | -1.1 | -0.6 | 3.4 | -0.5
C/C(N)=C(/C#N)C(=O)CSc1nc2ccccc2c(=O)n1-c1ccccc1C | i | -3.2 | -4.2 | 0.0 | -2.7 | 0.2 | 0.8 | -0.4 | 0.8 | -1.4
COc1cccc2c(C)nc(Nc3nc(CSc4nnc(C)s4)cc(=O)[nH]3)nc12 | i | -2.2 | 4.2 | 0.9 | -16.5 | -6.5 | -6.5 | 2.4 | 2.5 | 0.0

Part of the list above with just NRP1-CendR mod and Tb MetRS inh:
SMILES,NRP1-CendR mod,Tb MetRS inh
Cc1cc(NC(=O)CCC(=O)N(Cc2ccco2)C2(C(=O)NC3CCCC3)CCCCC2)no1,19.4*,-0.9
COc1ccc(-c2cc(CNC(=O)CCl)on2)cc1,22.7,-1.0

New compounds follow.
smiles | Neddylation inh | Scp-1 inhibitor | STEP block | NRP1-CendR mod | SKN-1 block | NadD inh | SUMO1 PPI mod | LMPTP inh | DNMT1 inh | Tb MetRS inh
CC(=O)NC12CC3CC(C1)CC(C(=O)Nc1cccc(S(=O)(=O)N4CCCCCC4)c1)(C3)C2 | i | -6.1 | -2.3 | 7.8 | 8.5 | -4.6 | 5.5 | -1.4 | -3.7 | -0.2
CC(=O)OCc1c(-c2ccccc2)c2cc([N+](=O)[O-])ccc2n1C | i | -12.3 | -1.5 | 4.0 | 3.2 | -9.7 | -5.7 | 1.7 | 1.5 | -0.5
O=C(NCCc1ccccc1)C(=O)NCC1CCCN1S(=O)(=O)c1ccccc1 (stereo unspecified) | i | -3.9 | -1.9 | -12.8 | -4.0 | -3.6 | -3.8 | -0.6 | -0.7 | -0.3
COc1ccc(-n2nc(C(=O)NCC(=O)N3CCC(C(N)=O)CC3)c3ccccc3c2=O)cc1OC | i | -2.0 | 0.7 | 4.7 | -7.5 | -4.1 | -16.0 | 0.1 | 3.0 | -0.3
CC(C)(C)n1nnnc1C(c1cccnc1)N1CCN(c2ccccc2F)CC1 (stereo unspecified) | i | 2.6 | 0.1 | -0.8 | 10.3 | 1.7 | -2.2 | -0.1 | -0.1 | 0.6
COC(=O)c1cc(OC)c(OC)cc1NC(=O)CN1C(=O)c2ccccc2C1=O | i | -8.0 | -0.2 | -10.2 | 2.8 | -6.7 | -8.2 | 0.5 | -2.1 | -0.4
Cc1cc(C)nc(NS(=O)(=O)c2ccc(NC(=O)NC3CCCCC3)cc2)n1 | i | -6.5 | -4.0 | 9.5 | 8.3 | -5.7 | 0.3 | 0.0 | 2.2 | -1.8
CC1CN(C(=O)CN(C)S(=O)(=O)c2ccc3ccccc3c2)CC(C)O1 (stereo unspecified) | i | -7.7 | -0.2 | -3.2 | 8.0 | -6.8 | 0.8 | -2.1 | 2.9 | -0.5
Cc1ccc(C)c(OCC(=O)O/N=C(\N)c2ccccn2)c1 | i | -5.9 | -1.5 | 0.4 | -13.3 | 4.2 | -0.7 | 0.4 | 0.3 | 0.0
CCOC(=O)c1cc2sc(C)cc2n1CC(=O)NCCc1ccccc1 | i | -2.6 | 1.3 | -9.2 | 4.3 | -7.2 | -12.1 | -1.8 | 3.9 | -0.2
Cc1ccccc1CSc1nccn1-c1ccccc1 | i | -3.1 | -0.5 | 6.8 | 8.3 | -3.1 | -2.2 | 1.7 | -0.1 | -0.6
O=C(Nc1ccc(C(=O)N2CCC(N3CCCC3)CC2)cc1)c1ccc(Br)o1 | i | -7.7 | -4.0 | 0.3 | 22.3 | 1.7 | -19.5 | 1.9 | -5.1 | -0.3
